SUMO1-SIM PPI: modulators of human SUMO1-mediated protein-protein interactions | P63165 | SUMO1 binding to a labelled peptide, TR-FRET, 1 h | inhibition, % at 20 µM | actives 0.33% (n = 360,000); in the data active = inhibition above about 37%
Target sequence (P63165 whole entry, looked up): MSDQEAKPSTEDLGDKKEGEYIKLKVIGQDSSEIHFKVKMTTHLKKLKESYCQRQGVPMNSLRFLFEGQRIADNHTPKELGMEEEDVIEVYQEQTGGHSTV
Neddylation inh: blocks human cullin neddylation. P61081+Q13564. TR-FRET cullin neddylation, biochemical. calls only at 25 µM. actives 0.58% (n = 360,000); in the data active = inhibition above about 36%
NadD block: blocks S. aureus nicotinate mononucleotide adenylyltransferase | purified NadD enzyme, colorimetric absorbance read-out | inhibition, % at 20 µM | actives 0.78% (n = 360,000) | AID 602399; in the data active = inhibition above about 26%; also: some compounds past the cut are filed as inactive
LMPTP inh: blocks human LMPTP phosphatase; recombinant LMPTP-A, OMFP fluorogenic substrate, fluorescence intensity; actives 0.22% (n = 360,000); inhibition, % at 20 µM;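 active = compounds that cut the enzyme signal by at least half of the control window in the single-dose screen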;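 also: plate controls were DMSO wells with enzyme plus substrate for no effect and substrate without enzyme for full effect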
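Test system: LMPTP-A phosphatase enzyme. Amount: LMPTP-A at 0.625 nM final in the reaction. Reagent: OMFP substrate, 400 µM final. Times: 50 min at room temperature. Signal: endpoint fluorescence intensity from OMFP dephosphorylation. Read-out basis: % inhibition. Benchmarks: no-enzyme and uninhibited controls.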
Scp1 inh: Scp-1 (human) phosphatase inhibition; actives 0.88% (n = 340,000); Recombinant Scp1, phosphopeptide, malachite green phosphate absorbance; Q9GZU7; AID 493091; inhibition, % at 20 µM;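 active = inhibition above about 50% at 20 µM, limit read from the data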;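 also: plate controls were DMSO wells with enzyme for no effect and wells lacking enzyme for full effect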
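Material: truncated SCP-1 phosphatase (76-261aa) / Buffer or medium: 50 mM Tris acetate pH 5.5, 0.005% Tween-20, 10 mM MgCl2 / Compound dosing: one concentration, 20 µM, with 1.0% DMSO / Incubation: 45 min room-temperature reaction, 5 min colour, 30 min stabiliser / Detection: colorimetric free-phosphate detection, absorbance 630 nm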
Rin1-Abl PPI inh: blocks binding of human Rin1 to Abl; AID 588664; TR-FRET Rin1/Abl binding, biochemical; inhibition, % at 7.35 µM; P00519+Q13671; actives 0.4% (n = 360,000); in the data active = inhibition above about 5%, passing the limit was not always enough
CSN inh: inhibitors of human CSN-mediated cullin deneddylation; Q92905; Purified CSN, SCF-Nedd8-OG deneddylation, fluorescence polarization; inhibition, % at 12.5 µM; actives 0.38% (n = 360,000);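 active = pattern-corrected inhibition above about 35%, with an unprinted fluorescence ratio check between 0.5 and 1.5, limit read from the data, passing the limit was not always enough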;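 also: 0% = enzyme with substrate and 100% = substrate without enzyme; some results filed as inactive read as strong as hits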
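Assay system: Purified human Csn5 enzyme expressed in HEK293T cells | Amount: Enzyme 0.24 nM | Measured by: Fluorescence polarization readout | Medium: Tris/NaCl/DTT buffer, pH 7.5 | Compound dosing: One concentration, 12.5 µM, 0.25% DMSO | Times: 90 min incubation of compound, enzyme and substrate at room temperature | Control set: no-enzyme wells high, enzyme-with-substrate wells low | Read-out: % inhibition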
Rpn11 inh: Rpn11 (human) deubiquitinase inhibition; AID 588493; human 26S proteasome, Ub4-pepOG fluorescence polarization; 20S core pre-blocked with epoxomicin; calls only at 20 µM; actives 0.59% (n = 360,000);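 active = inhibition at 20 µM, scaled to each plate's controls, above about 33%, limit read from the data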
Target sequence (O00487 whole entry, looked up): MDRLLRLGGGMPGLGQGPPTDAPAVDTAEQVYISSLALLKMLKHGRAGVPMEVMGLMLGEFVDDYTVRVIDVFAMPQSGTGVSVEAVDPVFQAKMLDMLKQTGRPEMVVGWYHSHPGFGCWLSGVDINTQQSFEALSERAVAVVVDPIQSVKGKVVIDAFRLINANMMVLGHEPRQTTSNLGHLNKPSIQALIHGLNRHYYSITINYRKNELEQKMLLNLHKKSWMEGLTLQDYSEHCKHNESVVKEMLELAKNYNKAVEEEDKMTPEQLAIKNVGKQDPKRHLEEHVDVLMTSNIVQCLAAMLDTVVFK
STEP block: STEP (human) phosphatase inhibition. P54829. recombinant STEP, OMFP fluorogenic substrate, fluorescence. inhibition, % at 20 µM. actives 0.25% (n = 360,000). AID 588621;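 active = inhibition at 20 µM, scaled per plate between control wells, above about 37%, limit read from the data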;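 also: 0% = DMSO with enzyme and substrate and 100% = substrate only without enzyme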
Target sequence (P54829 whole entry, looked up): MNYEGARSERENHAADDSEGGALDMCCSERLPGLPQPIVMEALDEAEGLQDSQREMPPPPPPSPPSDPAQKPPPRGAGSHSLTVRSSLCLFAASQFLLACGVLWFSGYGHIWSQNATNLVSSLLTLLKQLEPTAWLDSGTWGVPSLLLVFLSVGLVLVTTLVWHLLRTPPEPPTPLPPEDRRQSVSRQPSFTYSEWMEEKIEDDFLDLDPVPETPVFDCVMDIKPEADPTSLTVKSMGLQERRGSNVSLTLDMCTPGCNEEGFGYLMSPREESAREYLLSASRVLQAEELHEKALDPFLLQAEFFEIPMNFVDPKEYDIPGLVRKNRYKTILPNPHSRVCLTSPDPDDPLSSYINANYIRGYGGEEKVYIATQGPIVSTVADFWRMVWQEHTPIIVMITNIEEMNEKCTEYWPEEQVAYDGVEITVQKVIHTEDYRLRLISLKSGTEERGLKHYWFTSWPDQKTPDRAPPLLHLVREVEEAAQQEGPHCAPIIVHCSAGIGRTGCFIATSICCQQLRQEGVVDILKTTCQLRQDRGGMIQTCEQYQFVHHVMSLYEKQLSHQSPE
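Assay system: isolated STEP enzyme / Timing: 20 min at room temperature, dark / Doses: 20 µM, 1% DMSO / Technique: fluorescence intensity, excitation 480 nm, emission 540 nm / Reagent: fluorogenic phosphatase substrate OMFP at 25 µM final / Measure: percent inhibition scaled to no-enzyme and uninhibited-enzyme controls, plate-pattern corrected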
DNMT1 block: blocks human DNA methyltransferase DNMT1; P26358; DNMT1 molecular beacon, Hinp1I cleavage, fluorescence; inhibition (reported as % activation of signal), % at 10 µM; actives 0.83% (n = 360,000); AID 588458; in the data active = inhibition above about 50%
An asterisk follows results filed as active; i = inactive; x = not tested or not shown.

No. | molecule | SUMO1-SIM PPI | Neddylation inh | NadD block | LMPTP inh | Scp1 inh
1 | CC(CCc1ccccc1)NC(=O)/C=C/c1ccccc1 (configuration not stated) | -3 | i | -7 | -0.7 | -4
2 | Cc1nc(C)c2c(=O)cc(-c3ccccc3)[nH]c2n1 | 3 | i | -3 | -1.1 | -4
3 | CN(/N=C/c1ccncc1)C1=NS(=O)(=O)c2ccccc21 | 11 | i | 4 | -0.8 | 0
4 | CCN(CC)CCOC(=O)c1ccc(NC(=O)C(C)NC(=O)C23CC4CC(CC(C4)C2)C3)cc1 (configuration not stated) | 0 | i | -9 | -3.2 | 1
5 | COc1ccc(NC2CC(=O)N(C)C2=O)cc1 (configuration not stated) | -9 | i | 8 | -0.7 | -2
6 | Cc1cc(C)nc(SCC(=O)N/N=C/c2cccs2)n1 | -3 | i | -3 | -1.6 | 1
7 | COc1cccc(-c2csc(NC(=O)Oc3ccccc3)n2)c1 | 1 | i | 2 | -1.0 | -5
8 | COc1ccc(S(=O)(=O)NC(C)C)cc1C(=O)NC1CCCCC1 | 3 | i | 1 | -1.4 | -7
9 | Nc1cc(N)nc(SCC(=O)NCc2ccco2)n1 | 2 | i | -5 | -1.4 | -4
10 | CCOC(=O)c1cc2c(nc1N)CC(C)(C)OC2 | 1 | x | 5 | 1.5 | -4
11 | O=C(CSc1nnc(CNC(=O)c2c(F)cccc2Cl)o1)Nc1ccc2c(c1)OCCO2 | 0 | i | 5 | 1.7 | 10
12 | COc1ccc(Nc2nc(N)nc(CSC(=S)N3CCN(c4ccccc4)CC3)n2)cc1 | -5 | i | 11 | 0.2 | 3
13 | CC(Sc1nnc(C2CC2)n1C1CC1)C(=O)Nc1cccc(S(=O)(=O)N(C)C)c1 (configuration not stated) | -3 | i | 6 | -0.9 | -2
14 | COCCN1CCC(CNCc2cn(-c3cc(C)ccc3C)nc2-c2ccccc2)C1 (configuration not stated) | 31 | i | 9 | -4.0 | -4
15 | O=C(Nc1cccc(S(=O)(=O)NCc2ccco2)c1)c1cc(-c2ccc(F)cc2)nc2ccccc12 | -4 | i | 13 | 2.9 | 0

No. | Rin1-Abl PPI inh | CSN inh | Rpn11 inh | STEP block | DNMT1 block
1 | 2 | -2 | i | 5 | -3
2 | -6 | 0 | i | 2 | 1
3 | -5 | 0 | i | 0 | -1
4 | -1 | 3 | i | -3 | 1
5 | 4 | -2 | i | 0 | -10
6 | -2 | -4 | i | -3 | 6
7 | 0 | 2 | i | -2 | 1
8 | 3 | 2 | i | -4 | 2
9 | -1 | 1 | i | 0 | 0
10 | -4 | -1 | i | 3 | 0
11 | -1 | 1 | i | 2 | -2
12 | -3 | -3 | i | -3 | -8
13 | 2 | 0 | i | -1 | 1
14 | -1 | -4 | i | 4 | -1
15 | -2 | -11 | i | -4 | -6

Shown with two lines to a compound: part of the list above.
Every second line gives: SUMO1-SIM PPI | Neddylation inh | NadD block | LMPTP inh | Scp1 inh | Rin1-Abl PPI inh | CSN inh | Rpn11 inh | STEP block | DNMT1 block
6	Cc1cc(C)nc(SCC(=O)N/N=C/c2cccs2)n1
    -3 | i | -3 | -1.6 | 1 | -2 | -4 | i | -3 | 6
7	COc1cccc(-c2csc(NC(=O)Oc3ccccc3)n2)c1
    1 | i | 2 | -1.0 | -5 | 0 | 2 | i | -2 | 1

Full records, quoted from the list. Values in the order: SUMO1-SIM PPI | Neddylation inh | NadD block | LMPTP inh | Scp1 inh | Rin1-Abl PPI inh | CSN inh | Rpn11 inh | STEP block | DNMT1 block
Record of CCOC(=O)c1cc2c(nc1N)CC(C)(C)OC2 = 1 | x | 5 | 1.5 | -4 | -4 | -1 | i | 3 | 0
Record of Cc1cc(C)nc(SCC(=O)N/N=C/c2cccs2)n1 = -3 | i | -3 | -1.6 | 1 | -2 | -4 | i | -3 | 6
Record of Cc1nc(C)c2c(=O)cc(-c3ccccc3)[nH]c2n1 = 3 | i | -3 | -1.1 | -4 | -6 | 0 | i | 2 | 1
Record of COc1ccc(S(=O)(=O)NC(C)C)cc1C(=O)NC1CCCCC1 = 3 | i | 1 | -1.4 | -7 | 3 | 2 | i | -4 | 2
Record of Nc1cc(N)nc(SCC(=O)NCc2ccco2)n1 = 2 | i | -5 | -1.4 | -4 | -1 | 1 | i | 0 | 0

(continued)
No. | molecule | SUMO1-SIM PPI | Neddylation inh | NadD block | LMPTP inh | Scp1 inh
16 | O=C(NCc1ccccn1)c1ccccc1OCc1ccc(Cl)cc1Cl | 8 | i | 4 | 1.5 | 4
17 | CCC1CCCCN1C(=O)COc1ccc2c3c(c(=O)oc2c1)CCC3 (configuration not stated) | 1 | i | -1 | -0.7 | -8
18 | Cc1cccc(Nc2nnc(SCC(=O)NC3CCCc4ccccc43)s2)c1C (configuration not stated) | 3 | i | 0 | 0.9 | 0
19 | CC(=O)NC1C(=O)N(CC(C)C)c2ccccc21 (configuration not stated) | 5 | i | 5 | -1.3 | -2
20 | CC(=O)c1ccccc1NC(=O)c1cc(S(=O)(=O)N2CCOCC2)ccc1N1CCCC1 | -53 | i | -5 | 0.0 | -9
21 | COc1cccc(NC(=O)c2ccc(S(=O)(=O)N3CCCCC3)cc2)c1 | 1 | i | -1 | 0.9 | -22
22 | Cc1cc(C(=O)OCCO)c(C#N)c(N)n1 | -5 | x | 1 | -1.9 | -7
23 | CC(C(=O)NCC1CCCCC1)N1CCN(S(=O)(=O)c2cccs2)CC1 (configuration not stated) | -7 | i | 1 | -6.3 | -4
24 | CCOc1ccccc1C(=O)OCC(=O)Nc1cccc(S(=O)(=O)N2CCCC2)c1 | 2 | i | -6 | 0.6 | -9
25 | O=C(COc1ccc(Br)cc1)NCCN1CCCC1 | -3 | i | 4 | -2.8 | 4
26 | CC(C)c1ccc(CNc2ncc(Br)cn2)cc1 | -1 | i | -1 | -1.5 | -4
27 | CN(C)/C=C/C(=O)c1ccc(Br)cc1 | -4 | i | 0 | -0.3 | -6
28 | O=c1[nH]c2ccc(NCc3ccc(F)cc3)cc2[nH]1 | 2 | i | -7 | -1.5 | -3
29 | CC(=N/O)/C(=N\O)c1ccc(C)o1 | 0 | i | -1 | -2.1 | -3
30 | COc1ccc(Cl)cc1N(C(=O)c1ccco1)C(C(=O)NC1CCCC1)c1cccnc1 (configuration not stated) | -2 | i | -1 | 2.0 | 1

No. | Rin1-Abl PPI inh | CSN inh | Rpn11 inh | STEP block | DNMT1 block
16 | 0 | 2 | i | 1 | 0
17 | 0 | -1 | i | 1 | 2
18 | 0 | -10 | i | -1 | 3
19 | -5 | 0 | i | -4 | 0
20 | -2 | 0 | i | 4 | -1
21 | 4 | 5 | i | -2 | -8
22 | -1 | -5 | i | -6 | 1
23 | -1 | -4 | i | -1 | -1
24 | -1 | -1 | i | -1 | -5
25 | 0 | -5 | i | -1 | 1
26 | 1 | 0 | i | -1 | 2
27 | 1 | 4 | i | -1 | 0
28 | 0 | 2 | i | 3 | -3
29 | 3 | 6 | i | -4 | 2
30 | 3 | 0 | i | -2 | -3

(list continues)
No. | molecule | SUMO1-SIM PPI | Neddylation inh | NadD block | LMPTP inh | Scp1 inh
31 | O=C(Nc1ccccc1F)N(Cc1ccc(F)cc1)Cc1nc2ccccc2c(=O)[nH]1 | 0 | i | -5 | -0.8 | -6
32 | CC(C)C(=O)Nc1ccc(-c2nc3ncccc3o2)cc1 | 3 | x | 7 | 0.0 | -4
33 | C=CCn1c(SCCN2CCOCC2)nc2c1c(=O)[nH]c(=O)n2C | -5 | i | -2 | -2.1 | -4
34 | CCCC/S(C)=N/S(=O)(=O)c1ccc(C)cc1 (configuration not stated) | 1 | i | -3 | -0.1 | -1
35 | O=S(=O)(NC1CC1)c1ccc(S(=O)(=O)N2CCCc3ccccc32)cc1 | 4 | i | -8 | 0.5 | -6
36 | CS(=O)(=O)Nc1ccc(C(=O)NC2CC3CCC2C3)cc1 (configuration not stated) | 1 | i | -7 | -0.6 | -2
37 | Cc1ccccc1CN(c1ccc(C(=O)Nc2cccnc2)cc1)S(C)(=O)=O | -3 | i | 5 | 0.4 | -6
38 | Cc1c(CN(C)C)c2c(n1Cc1ccccc1)C(=O)c1ccccc1-2 | -19 | i | -7 | 2.1 | 1
39 | Cc1cccc(-n2ncc(C#N)c2N)c1 | 0 | i | -3 | -1.1 | 4
40 | CCCCn1c(N)c(N(C)C(=O)C2CCCC2)c(=O)[nH]c1=O | 5 | i | 0 | -0.1 | 0
41 | CC(Sc1nnc2ccccn12)C(=O)Nc1ccc2c(c1)OCCO2 (configuration not stated) | 104* | i | 0 | -0.5 | 1
42 | CCN1CCN(C(c2cccs2)C(C)NS(=O)(=O)c2ccc(C)cc2)CC1 (configuration not stated) | -5 | i | 0 | -0.8 | 3
43 | COCCNC(=O)CN(C(=O)CCC(=O)Nc1ccccn1)c1ccc(C)cc1 | -2 | i | -2 | -2.4 | 11
44 | O=C(CC1SC(=O)N(Cc2cccc3ccccc23)C1=O)Nc1nccs1 (configuration not stated) | -1 | i | 7 | 1.7 | -2
45 | Cc1oncc1C(=O)NC1CCCCC1 | -1 | i | 6 | -1.2 | -11
46 | CCCn1ncc(CN2CCC(CO)(Cc3ccc(OC)cc3)CC2)c1C | -2 | i | -3 | 0.1 | -3

No. | Rin1-Abl PPI inh | CSN inh | Rpn11 inh | STEP block | DNMT1 block
31 | 1 | -2 | i | 0 | 4
32 | 1 | 2 | i | -1 | 0
33 | -3 | 0 | i | 2 | 2
34 | 3 | 1 | i | -2 | 6
35 | 5 | -2 | i | 0 | 0
36 | 1 | 0 | i | -4 | 4
37 | -1 | 4 | i | -4 | 3
38 | -10 | -7 | i | 0 | 2
39 | 3 | 1 | i | -8 | 3
40 | -2 | 3 | i | 1 | 7
41 | 0 | -4 | i | -1 | -2
42 | -1 | -2 | i | -2 | 1
43 | -1 | -1 | i | -4 | 0
44 | 2 | -1 | i | -2 | -9
45 | 5 | 0 | i | -1 | 1
46 | 4 | -7 | i | 4 | 2
